14-3-3 PPI: 14-3-3 gamma protein interaction modulation. AID 422. inhibition, % at 40 µM. P61981. 160,000 tested, 0.19% active. FP, 14-3-3gamma / TMR-pS259-Raf peptide binding; in the data active means inhibition above about 30%;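 further: 0% = protein plus tracer without compound and 100% = blank with tracer alone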
Target sequence (P61981 whole entry, looked up): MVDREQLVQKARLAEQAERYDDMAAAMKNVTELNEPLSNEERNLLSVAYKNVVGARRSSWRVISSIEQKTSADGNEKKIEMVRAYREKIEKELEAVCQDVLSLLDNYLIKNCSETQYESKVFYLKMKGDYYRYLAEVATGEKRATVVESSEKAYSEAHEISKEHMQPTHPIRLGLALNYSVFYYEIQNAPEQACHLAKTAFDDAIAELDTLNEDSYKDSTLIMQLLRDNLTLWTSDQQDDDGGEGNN
* marks the source's active call; other numbers are inactive results; & = joins results of further samples. These rows are one share of the data, so the mix of outcomes need not match the whole.

Start of the listing, in advance, 14 compounds:
SMILES	14-3-3 PPI
COc1ccc(-c2cc(C(=O)NC(C(=O)O)C(C)C)c(C)o2)cc1OC (centres undefined)	6.0
Cc1ccc(-c2cc(C(=O)OCC(=O)Nc3cc(C)on3)c3ccccc3n2)c(C)c1	3.5
CCOC(=O)c1sc2nc(SCC#N)n(Cc3ccc(Cl)cc3)c(=O)c2c1C	-9.5
O=C(CN1C(=O)c2ccccc2C1=O)Oc1ccc(F)cc1	-16.6
CCOC(=O)c1sc(NC(=O)c2ccccc2)c(C(=O)OCC)c1C	-8.6
Cc1c(NC(=O)CN2C(=O)c3cccc4cccc2c34)c(=O)n(-c2ccccc2)n1C	3.9
C=CCn1c(-c2ccsc2)n[nH]c1=S	4.8
CCCOC(=O)c1[nH]c2c(c1C)C(=O)CC(c1ccc(OC)c(OC)c1)C2 (centres undefined)	2.7&10.6
COc1ccc(C2Nc3ccccc3C(=O)N2c2ccccc2)cc1Cn1nnc2ccccc21 (centres undefined)	-12.5
O=C(c1ccc(F)cc1)N(Cc1ccccc1)C1CCS(=O)(=O)C1 (centres undefined)	-0.7
CCOc1ccccc1NC(=O)C(CC)Sc1nc2ccsc2c(=O)n1C1CC1 (centres undefined)	-1.1
CCOC(=O)Cc1[nH]nc2c1C(c1ccoc1)C(C#N)=C(N)O2 (centres undefined)	3.8
O=C(Oc1ccc(C=Nc2cccc([N+](=O)[O-])c2)cc1[N+](=O)[O-])c1ccccc1	-7.7
COc1ccccc1C1C(C#N)=C(N)Oc2cc(C)n(CCCn3ccnc3)c(=O)c21 (centres undefined)	-15.0

This part in full (from the top)
SMILES	14-3-3 PPI
COc1ccc(-c2cc(C(=O)NC(C(=O)O)C(C)C)c(C)o2)cc1OC (centres undefined)	6.0
Cc1ccc(-c2cc(C(=O)OCC(=O)Nc3cc(C)on3)c3ccccc3n2)c(C)c1	3.5
CCOC(=O)c1sc2nc(SCC#N)n(Cc3ccc(Cl)cc3)c(=O)c2c1C	-9.5
O=C(CN1C(=O)c2ccccc2C1=O)Oc1ccc(F)cc1	-16.6
CCOC(=O)c1sc(NC(=O)c2ccccc2)c(C(=O)OCC)c1C	-8.6
Cc1c(NC(=O)CN2C(=O)c3cccc4cccc2c34)c(=O)n(-c2ccccc2)n1C	3.9
C=CCn1c(-c2ccsc2)n[nH]c1=S	4.8
CCCOC(=O)c1[nH]c2c(c1C)C(=O)CC(c1ccc(OC)c(OC)c1)C2 (centres undefined)	2.7&10.6
COc1ccc(C2Nc3ccccc3C(=O)N2c2ccccc2)cc1Cn1nnc2ccccc21 (centres undefined)	-12.5
O=C(c1ccc(F)cc1)N(Cc1ccccc1)C1CCS(=O)(=O)C1 (centres undefined)	-0.7
CCOc1ccccc1NC(=O)C(CC)Sc1nc2ccsc2c(=O)n1C1CC1 (centres undefined)	-1.1
CCOC(=O)Cc1[nH]nc2c1C(c1ccoc1)C(C#N)=C(N)O2 (centres undefined)	3.8
O=C(Oc1ccc(C=Nc2cccc([N+](=O)[O-])c2)cc1[N+](=O)[O-])c1ccccc1	-7.7
COc1ccccc1C1C(C#N)=C(N)Oc2cc(C)n(CCCn3ccnc3)c(=O)c21 (centres undefined)	-15.0
Cc1cc(C)cc(Oc2ccc(N)cc2)c1	0.8
CC(=O)Oc1cccc(N2C(=O)c3ccc(C(=O)O)cc3C2=O)c1	0.0
CCOC(=O)C1CCN(S(=O)(=O)c2cc(Cl)c(C)cc2OC)CC1	-8.8
Cc1ccc(-n2c3nc(=O)n(C)c(=O)c-3cc3ccccc32)cc1	-7.5
Cn1c(=O)c2cc(S(=O)(=O)Nc3cc(C(=O)O)cc(C(=O)O)c3)ccc2n(C)c1=O	-9.8
CC(C)(C)c1ccc(C(=O)Oc2cc(N)n(S(C)(=O)=O)n2)cc1	0.5
N#CC1(C#N)C(c2cccc(I)c2)C(C(=O)c2ccccc2)N2c3ccccc3C=CC21 (centres undefined)	-127.5
O=C(NCc1ccc2c(c1)OCO2)c1cccnc1	-5.6
CC(=O)N1CCc2cc(S(=O)(=O)NCc3cccs3)ccc21	3.1
COc1cc2[nH]c(=S)n(C3CC3)c(=O)c2cc1OC	-4.0
COc1ccc(-c2noc(CCC(=O)NCCN(C)Cc3ccccc3)n2)cc1	-2.7
COc1cccc(C(=O)CN2CCN(S(=O)(=O)c3ccc(Br)cc3)CC2)c1	-2.7
O=C(NC1CCCC1)C1CCN(S(=O)(=O)c2cccc3cccnc23)CC1	-6.2
C=CCNC(=O)c1ccc2c(=O)n(Cc3ccc4c(c3)OCO4)c(=S)[nH]c2c1	-1.1
CCOC(=O)N1CCN(c2nc3ccccc3nc2C(C#N)S(=O)(=O)c2ccc(C)cc2)CC1 (centres undefined)	5.8
Cc1ccccc1OCCNC(=O)c1nonc1N	2.0
O=[N+]([O-])c1cc(C(F)(F)F)ccc1Sc1ccccc1	-18.4
COC(=O)CNC(=O)C(C)NC(=O)OCc1ccccc1 (centres undefined)	1.7
CCCCOc1ccccc1C1C(C(=O)OC2CCCCC2)=C(C)NC2=C1C(=O)CCC2 (centres undefined)	2.5
Cc1sc2ncn(CC(=O)N3CCN(Cc4ccccc4)CC3)c(=O)c2c1S(=O)(=O)N1CCC(C)CC1	-5.6
O=C(Cn1nc(C(F)(F)F)c2c1CCC2)NCc1ccc(F)cc1	-0.3
NS(=O)(=O)c1ccc(CCNC(=O)c2ccccc2)cc1	-7.6
COc1cc(OC)c(C2C(C(=O)Nc3ccc(C)cc3C)=C(C)Nc3nc4ccccc4n32)cc1OC (centres undefined)	-2.2
CCc1ccc(S(=O)(=O)NCCc2cn3ccsc3n2)s1	-3.6
O=C(O)c1ccc(NS(=O)(=O)c2ccc3c(c2)C2C=CCC2C(c2ccc([N+](=O)[O-])cc2)N3)cc1 (centres undefined)	-194.9
Cc1ccc(C(=O)N2N=C(c3ccccc3)CC2(O)C(F)(F)F)o1 (centres undefined)	-0.5
COc1cccc(N2CCN(CC(=O)Nc3nc4c(s3)CC(C)CC4)CC2)c1 (centres undefined)	-11.7
CCOC(=O)c1sc2ncn(C(CC)C(=O)OCC)c(=O)c2c1C (centres undefined)	-9.1
CCN(CC)c1nc(C)nc2sc(C(=O)NCCCOC)c(C)c12	3.0
CCOc1nc(C)ccc1-c1noc(-c2ccccn2)n1	-4.1
COCCCn1c(SCC(=O)NCc2ccco2)nc2sc3c(c2c1=O)CCC3	2.2
O=c1c2ccccc2nc(SCc2nc(-c3ccccc3)no2)n1-c1ccc(F)cc1	-1.0
CCn1cc(C2Nc3ccccc3C(=O)N2O)c(C)n1 (centres undefined)	-1.9
O=C(Nc1cc(C(F)(F)F)ccc1Oc1ccc(F)cc1)c1ccco1	-2.8
CCN1C(=O)c2cccc3c(S(=O)(=O)Nc4ccc(OC)cc4OC)ccc1c23	-8.4&-5.2
Cc1cc(NC(=O)CSc2nc3ccsc3c(=O)n2Cc2ccccn2)n[nH]1	-3.6
O=C(CSc1nc2ccsc2c(=O)n1-c1ccc(Br)cc1)NC1CCCC1	-2.1
O=[N+]([O-])c1ccc(S(=O)(=O)N2CCSC2c2ccccc2Cl)cc1 (centres undefined)	-1.0
CCCCN1C(=O)C(O)(CC(=O)c2ccncc2)c2cc(Br)ccc21 (centres undefined)	2.1
COc1ccccc1N1CCN(C(=O)CSc2nc(NCc3ccc(Cl)cc3)c3ccccc3n2)CC1	-22.0
COc1ccc(CN2CCN(C(=O)c3ccc(S(=O)(=O)c4ccc(F)cc4)c([N+](=O)[O-])c3)CC2)c(OC)c1OC	-12.3
CC(NC(=O)c1cc2ccccc2o1)C12CC3CC(CC(C3)C1)C2 (centres undefined)	-4.6
O=C1C2C3CC(C(Br)C3Br)C2C(=O)N1c1ccc(O)cc1 (centres undefined)	-0.3
CCOC(=O)CSc1nnc(NCC(=O)OC(C)C)c(=O)[nH]1	-5.4
C=CCn1c(N2CCCC2)nc2c1c(=O)n(C)c(=O)n2C	7.2
CCC1CCCCN1C(=O)c1ccc(N2CC3CC(C2)c2cccc(=O)n2C3)c(NS(=O)(=O)c2ccc(NC(C)=O)cc2)c1 (centres undefined)	-3.1
Carrying on:
SMILES	14-3-3 PPI
CCCOP(=O)(c1ccc(N(C)C)cc1)C(O)c1ccncc1 (centres undefined)	-8.9
CCN(CC)c1ccc2cc(C(N)=O)c(=Nc3ccc(C(N)=O)cc3)oc2c1	3.0
CCOC(=O)c1sc2ncnc(NCc3ccccn3)c2c1C	-2.1
COc1ccccc1NC(=O)c1ccc(SCC(=O)O)c([N+](=O)[O-])c1	-1.7
CCCC12CN3CC(C)(CN(C1)C31CCCC1)C2=O	-10.8
Cc1nn(Cc2ccccc2)c2sc(C(=O)NCc3cccnc3)cc12	-4.9
Cc1nnc(Sc2cc(C(=O)NCCN3CCCC3)c3ccccc3n2)s1	0.6
O=C(Nc1ccc2ccccc2c1)c1sc2ccccc2c1Cl	-8.0
COc1ccc(CNC(=O)CCCn2c(=O)[nH]c3ccc(Br)cc3c2=O)cc1	3.9
Cc1c(C(=O)Nc2ccccc2C(F)(F)F)sc2ncn(CC(=O)N3CCCCC3)c(=O)c12	-17.6
O=C(Cn1c(=S)[nH]c2ncccc2c1=O)NCc1ccccc1Cl	-4.5
COc1ccc(S(=O)(=O)N(CC(=O)Nc2ccc3c(c2)OCO3)c2ccccc2OC)cc1	1.5
CCOc1cc(-c2c(C#N)c(=O)[nH]c3c2c(C)nn3-c2ccc(F)cc2)ccc1O	-4.3
CCS(=O)(=O)N1CCCC(C(=O)NCCCOC)C1 (centres undefined)	-4.3&-2.5
Cc1onc(-c2c(Cl)cccc2Cl)c1C(=O)NCc1ccccn1	2.5
COCCn1c(C)cc(C(=O)CSc2nc3ccccc3c(=O)[nH]2)c1C	-12.3
Nc1nnc(N2CCCCCC2)s1	-4.0
Cc1cc2nnc(SCC(=O)NCc3ccco3)n2c2ccccc12	-5.0
CC1(C)CC(=O)C2=C(C1)c1c(ccc3ccccc13)NC2c1cc([N+](=O)[O-])ccc1N1CCOCC1 (centres undefined)	-0.8
COc1ccc(/C(O)=C2\C(=O)C(=O)N(CCCN(C)C)C2c2ccccc2F)cc1Cl (centres undefined)	-6.6
Cc1cccc(NC(=O)c2cc3n(n2)C(C(F)(F)F)CC(c2ccc4c(c2)OCO4)N3)c1 (centres undefined)	-5.5&-9.9
Cc1cc(=O)n2nc(N3CCCC(C(=O)N4CCc5ccccc54)C3)sc2n1 (centres undefined)	-16.5
O=C1C2C(c3ccccc3C(F)(F)F)OC3(C(=O)c4ccccc4C3=O)C2C(=O)N1c1ccc(Cl)cc1 (centres undefined)	-7.9
CCOc1cc(C2C(C(=O)OC(C)C)=C(C)NC3=C2C(=O)CC(c2cccs2)C3)ccc1O (centres undefined)	-0.1
O=C(Nc1ccc(Cl)cc1)c1nn2c(c1Cl)NC(c1ccc(Cl)cc1)CC2C(F)(F)F (centres undefined)	-3.1
Cc1ccc(-n2ncc3c(=O)[nH]c(SCc4ccc(C(F)(F)F)cc4)nc32)cc1	15.7
COc1ccc(-c2cc(-c3ccccc3)nc(N3CCCC3)n2)cc1OC	-1.4
Fc1cccc(-c2nc3cc(N=Cc4ccc(Cl)cc4)ccc3o2)c1	-27.5
COC(=O)c1ccc(N=Cc2cc(C)n(-c3ccc(I)cc3)c2C)cc1	-30.9
Clc1ccccc1Cc1noc(C=Cc2ccc(Br)cc2)n1	-2.6
COc1ccc(N2C(=O)c3ccc(Oc4ccc([N+](=O)[O-])cc4)cc3C2=O)c([N+](=O)[O-])c1	13.3
Cc1ccc(-c2ccc(=O)n(CC(=O)NCc3ccco3)n2)cc1	-11.5
COC(=O)c1nc2n(n1)C(c1ccccc1OC)C1=C(CCCC1=O)N2 (centres undefined)	-2.4&2.6
CSC1=NCCN1C(=O)c1c(F)cccc1F	-4.8
COc1cc2cc(C(c3nnnn3C3CCCC3)N3CCCCCC3)c(=O)[nH]c2cc1OC (centres undefined)	-1.6
COc1cc(OC)cc(C(=O)N2CCN=C2SCc2cccnc2)c1	-1.6
Cc1ncc(CO)c2cc(C(=O)Nc3cccc(F)c3)c(=N)oc12	-12.7
O=C(CC1CCCCCCCCCCC1)N1CCOCC1	-25.5
O=C(CC1Nc2ccccc2NC1=O)NCCN1CCCC1 (centres undefined)	-1.4
Cc1ccc(CCN2CC(C(=O)NCCC(C)C)CC2=O)cc1 (centres undefined)	3.1
O=C(NC1CCCC1)c1ccc2c(c1)N(Cc1ccccc1)C(=O)c1ccccc1S2	-9.6
COc1ccc(S(=O)(=O)n2nc(OC(=O)c3ccccc3)cc2N)cc1	11.8
CCOC(=O)c1c(NC(=O)c2ccn(CC)n2)sc2c1CCCC2	3.7
Cc1ccc(CNC(=O)C2CCN(S(=O)(=O)N3CCCC3)CC2)cc1	-0.9
O=C(Nc1nc(-c2ccccc2)cs1)c1cccs1	5.2&-14.2
COc1ccc(OC)c(C2NC(C(=O)O)C3C(=O)N(c4cccc(C(=O)O)c4)C(=O)C23)c1 (centres undefined)	-1.6
Cc1ccc(OCc2nnc(SCC(=O)NCc3ccccc3)n2C)cc1	1.7
CN(Cc1ccc(O)cc1)C1CCCCC1	-8.9
CC(=O)Nc1ccc(NC(=O)c2cccc(C(=O)OC(C)C)n2)cc1	-3.1&-2.1
Cn1c(C=Cc2cn(Cc3ccccc3)c3ccccc23)nc2ccc(I)cc2c1=O	-66.3
Cc1ccc(CCNC(=O)c2cc(-c3cccnc3)nc3ccccc23)cc1	-3.1
OCCNc1nc(OC(C(F)(F)F)C(F)(F)F)nc(N(c2ccccc2)c2ccccc2)n1	-10.5
CCC(=O)N1CCc2cc(S(=O)(=O)N(CC)Cc3ccccc3)ccc21	-4.6
CC(C)(C)c1ccc(-c2nc(NCc3ccco3)c3ccccc3n2)cc1	0.0
COc1ccc(-c2nn(C)c(=O)c3ccccc23)cc1NS(C)(=O)=O	-2.5
COCCCN1C(=S)NC2c3cccc(OC)c3OC1(C)C2C(=O)Nc1ccc(C)cc1C (centres undefined)	-6.0
Fc1cccc(CN2CCC(N3CCCCCC3)CC2)c1	-6.2
Cc1ccc(NC(=O)c2ccc(F)c(S(=O)(=O)N(C)Cc3ccccc3)c2)cc1F	-7.4
Cc1oc(CSCC2CCCO2)cc1C(=O)O (centres undefined)	0.0
O=C1CN(C(=O)COc2ccccc2)C(c2ccc(F)cc2)c2cc(F)ccc2N1 (centres undefined)	-8.4
COc1ccccc1CC(=O)Nc1ccc(-c2noc(-c3cccc([N+](=O)[O-])c3C)n2)cc1	-0.7
CC(C)CN(C(=O)COC(=O)Cc1c[nH]c2ccccc12)C1CCS(=O)(=O)C1 (centres undefined)	-8.7

Assay outcomes from PubChem.
